OXTR ag: human OXTR agonists, primary screen, fluorescence, CHO-OTR cells, Fluo-8 calcium. Oxytocin receptor (Homo sapiens), P30559. Fluo-8 calcium fluorescence; normalized: DMSO 0%, oxytocin 100%. 320,000 compounds, 0.32% hits. activation, % at 3 µM;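 active means activation above the mean of all tested compounds plus 3 SD, cutoff set per screening run, cut at about 20% in these data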;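 further: peak over basal fluorescence ratio from a 100 s FLIPR kinetic read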
Target sequence (P30559 whole entry, looked up): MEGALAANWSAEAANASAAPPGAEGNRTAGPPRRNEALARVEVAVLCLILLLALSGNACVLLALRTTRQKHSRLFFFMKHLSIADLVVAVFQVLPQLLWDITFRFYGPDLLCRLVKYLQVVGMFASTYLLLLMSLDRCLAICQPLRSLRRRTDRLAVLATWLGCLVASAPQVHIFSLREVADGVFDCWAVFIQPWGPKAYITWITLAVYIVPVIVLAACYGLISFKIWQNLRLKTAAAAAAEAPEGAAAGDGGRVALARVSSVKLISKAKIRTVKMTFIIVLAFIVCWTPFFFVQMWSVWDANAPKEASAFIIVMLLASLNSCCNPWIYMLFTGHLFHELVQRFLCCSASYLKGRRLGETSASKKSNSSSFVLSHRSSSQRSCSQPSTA
V1aR counter: agonists of human V1a receptor, primary screen, counter-screen for OXTR agonist project, fluorescence, CHO-V1R cells; 320,000 compounds, 0.25% hits; activation, % at 3 µM; Fluo-8 calcium fluorescence, agonist mode; 0% DMSO, 100% 3 nM vasopressin;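 active means activation above the mean activation of all tested compounds plus 3 SD, per screening run, cut at about 20% in these data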;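 further: signal is peak over basal fluorescence ratio across a 100 second FLIPR read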
Target sequence (P37288 whole entry, looked up): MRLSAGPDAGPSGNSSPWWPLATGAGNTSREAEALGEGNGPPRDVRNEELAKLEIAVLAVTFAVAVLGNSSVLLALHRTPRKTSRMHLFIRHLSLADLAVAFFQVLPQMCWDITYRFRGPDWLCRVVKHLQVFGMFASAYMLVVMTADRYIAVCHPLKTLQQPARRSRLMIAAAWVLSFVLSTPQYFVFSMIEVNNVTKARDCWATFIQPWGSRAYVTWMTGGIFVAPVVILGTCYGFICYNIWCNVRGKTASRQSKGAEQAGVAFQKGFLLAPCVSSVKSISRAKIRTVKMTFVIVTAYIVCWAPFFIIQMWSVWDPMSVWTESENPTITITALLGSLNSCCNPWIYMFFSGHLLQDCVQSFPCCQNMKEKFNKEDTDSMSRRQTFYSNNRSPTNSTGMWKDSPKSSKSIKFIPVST
GalR3 antag: GalR3 antagonists in HEK293 cells, primary screen, cell-based, fluorescence readout; Galanin receptor type 3 (Homo sapiens), O60755; HEK293 GalR3-CNG cAMP membrane potential fluorescence; galR3 body fused to GalR1 C-terminus; inhibition, % at 3 µM; 360,000 compounds, 0.44% hits; AID 651719, 2012;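 active means inhibition above the screen-wide average plus 3 SD, cut at about 13% in these data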;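 further: forskolin and galanin both at EC90 stimulate the cells; cAMP rise reported by CNG channel membrane potential dye signal; 0% = forskolin plus galanin with DMSO and 100% = forskolin alone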
An asterisk follows results filed as active; & = joins results of further samples. Not all compounds are listed; count on the stated rates, not on these rows.

Compound,GalR3 antag,OXTR ag,V1aR counter
Cc1ccc(S(=O)(=O)N2CC(O)CC2C(=O)OCC(=O)Nc2ccc([N+](=O)[O-])cc2C(F)(F)F)cc1C (centres undefined),-2,2.4,1.8
CN(CCOc1ccc(CC2SC(=O)NC2=O)cc1)c1ccccn1 (centres undefined),-1,0.6&0.8,1.5&2.4
Cc1cc(C)n2nc(C(=O)OCC(=O)c3ccc(F)cc3)nc2n1,1,-0.2,-0.8
COc1ccc(CNC(=O)CSc2nccn(-c3ccc(F)c(F)c3)c2=O)cc1,-6,-0.1,-1.3
COc1ccc(Cl)cc1NC(=O)CN(C)C(=O)CSc1ccc2c(c1)OCCO2,-1,-0.7,2.5
Cc1ccccc1N1CC(C(=O)N2CC(C)CC(C)C2)CC1=O (centres undefined),3,0.1,-0.9
CC[C@H](C)C(N)c1cn([C@@H](CC(N)=O)C(=O)N2CCNCC2)nn1 (some centres undefined),7,0.8,-0.4
CN(CC(=O)Nc1ccccc1Cl)C(=O)c1ccc(-c2cccc(C(F)(F)F)c2)o1,-2,0.3,0.8
CC(NC(=O)COC(=O)c1ccccc1SCC(=O)N1CCCC1)c1ccccc1 (centres undefined),-3,-0.2,-1.3
CCOc1ccc(C(=O)CCC(=O)Nc2ncccc2O)cc1,2,-0.7,-0.7
CCOC(=O)C1CCCN(C(=O)c2cccc(S(=O)(=O)N3CCCC3)c2)C1 (centres undefined),-6,1.2,1.2
CN(Cc1cccc(Cl)c1Cl)C(=O)CCNC(=O)c1ccco1,-2,0.3,0.4
CSCCC(NC(=O)c1ccc(Cl)cc1Cl)C(=O)N1CC(C)OC(C)C1 (centres undefined),-5,-1.7,-0.6
C=CCNS(=O)(=O)NC(=O)C1=C(N2CCCC2)COC1=O,-2,-0.2,0.2
Cc1cc(C(=O)COC(=O)COc2ccc(C#N)cc2)c(C)n1C1CC1,-2,1.4,2.4
Cc1c(C=Nc2ccc(S(=O)(=O)CCO)cc2)c(O)[nH]c(=O)c1C#N,2,0.7,1.9
Cc1cc(C(=O)COC(=O)c2cc(Cl)c(O)c(Cl)c2)c(C)n1C,-4,-0.5,0.1
Cc1nc(N)nc(N)c1CCCc1ccc(Cl)c(Cl)c1,-7,7.1,6.8
O=C(CCS(=O)(=O)c1ccccc1)NNC(=O)CSc1ccccc1F,-4,1.2,1.5
O=C1C=C(c2ccccc2Oc2ccccc2)C[C@@H](c2ccc3c(c2)OCO3)C1,-6,2.1,1.4
Cc1ccc(S(=O)(=O)N2[C@@H](c3cccc4ccccc34)C(C(=O)O)=C[C@H]2C(C)(C)C)cc1,-9,0.0,0.6
COc1ccc(CN(C)C(=O)C(Cc2ccccc2)NC(=O)c2ccccc2)c(OC)c1 (centres undefined),-5,-2.0,-0.9
O=C(CN1C(=O)C2CCCCC2C1=O)Nc1cccc([N+](=O)[O-])c1 (centres undefined),-4,2.6,1.3
CN(CC(=O)Nc1ccccc1Br)C(=O)CN1CCN(c2ccccc2Cl)CC1,-6,-0.7,0.4
Cc1ccc(C)c(S(=O)(=O)N2CCCC2CNC(=O)C(=O)NCc2ccccc2C)c1 (centres undefined),-6,-2.4,-0.8
Cc1ccc(NC(=O)COC(=O)c2ccco2)cc1C,6,0.2,1.0
Cc1nc(C)c(C(=O)OCC(=O)Nc2ccccc2)s1,3,1.6,0.3
COc1ccc(Cl)cc1NC(=O)CN(C)C(=O)c1cccc(-n2cnnn2)c1,-6,0.6,0.2
C[C@H](CO)N1C[C@H](C)[C@@H](CN(C)S(=O)(=O)c2ccccc2)Oc2c(cccc2N(C)C)C1=O,-3,-1.1,1.4
CCN(C(=O)CSc1nnc(-c2c[nH]c3ccccc23)n1C1CC1)C1CCS(=O)(=O)C1 (centres undefined),-4,-1.2,-0.9
CC(Sc1ccc(Cl)cc1)C(=O)NCC(c1ccco1)N1CCCCC1 (centres undefined),-5,-0.9,-1.1
N#Cc1ccccc1OCC(=O)NNC(=O)c1ccncc1,-4,0.6,1.1
Cc1cc(C(=O)COC(=O)C2=COCCO2)c(C)n1-c1cccc(F)c1,-1,-1.4,0.2
O=C(CN1CCN(C(C(=O)Nc2ccc(Cl)cc2C(F)(F)F)c2ccccc2)CC1)NC1CC1 (centres undefined),11,0.5,0.2
CN(C(=O)COC(=O)c1ccc2ccccc2n1)C1CCCCC1,0,-0.4,-0.9
CCN(CC(=O)NCc1ccc(Cl)cc1)C(=O)CCC(=O)c1ccc(C)cc1,4,-1.8,-1.7
OC[C@H]1O[C@@H](Oc2ccc3cc(Br)ccc3c2)[C@H](O)[C@@H](O)[C@H]1O,-5,-0.1,0.2
O=C(OCCc1cc2ccccc2c(=O)o1)N1CCOCC1,-5,0.8,1.1
Nc1ccc(O)c([N+](=O)[O-])c1,-1,0.9,0.5
O=C(c1cccc(S(=O)(=O)Nc2ccc(F)cc2)c1)N1CCC1,-8,0.6,7.1
COc1cc2c(cc1OC)CN(C(=O)c1cc(C3CC3)nn1-c1ccccc1)CC2,-6,-3.0,1.4
C[C@H](CO)N1C[C@H](C)[C@@H](CN(C)Cc2ccc(-c3ccccc3)cc2)Oc2ccc(NC(=O)Cn3cnnn3)cc2C1=O,-4,0.5,1.9
Cc1ccc(C)c(S(=O)(=O)N2CCN(C(=O)CCNC(=O)c3ccc(Br)cc3)CC2)c1,4,-1.9,1.7
CCOc1ccc2oc(C(=O)N(CC)CC(=O)Nc3ccc(NC(C)=O)cc3)c(C)c2c1,-6,-1.2,0.0
CCN(CC(=O)Nc1c(F)cccc1F)C(=O)c1cnccn1,-3,1.0,0.7
O=C1NC[C@@H](Cc2cccc3ccccc23)N(CCCCC2CCCCC2)C1=O,7,-2.3,-0.7
O=C(O)c1ccccc1Nc1ccccc1,-4,0.5,0.7
C[C@H](CO)N1C[C@H](C)[C@@H](CN(C)Cc2ccc(Cl)c(Cl)c2)Oc2ccc(NC(=O)Cn3cnnn3)cc2C1=O,-4,0.3,-0.3
COc1cccc(/C=C/C(=O)OCC(=O)N2CCN(c3ccccc3)CC2)c1,0,0.0,1.9
Cc1ccc(C(=O)OCC(=O)N2CC(C)CC(C)C2)cc1S(=O)(=O)N1CCCCC1 (centres undefined),0,-2.0,1.2
C=CCNC(=O)c1ccc(-c2nc3ccccc3nc2-c2ccccc2)cc1,-4,-3.2,-0.2
C[C@H](CO)N1C[C@H](C)[C@@H](CN(C)C(=O)NC2CCCCC2)Oc2c(NS(=O)(=O)c3ccc(F)cc3)cccc2C1=O,0,2.0,0.6
CC1(C)OC(=O)C=C[C@]2(C)[C@H]3CC[C@@]4(C)[C@H](c5ccoc5)OC(=O)[C@H]5O[C@]54[C@]3(C)C(=O)C[C@@H]12,-6,0.3,-0.8
O=C(COc1ccc(Br)cc1CO)Nc1ccc(S(=O)(=O)N2CCCCC2)cc1,-4,7.0,4.3
N#CCN(C(=O)COC(=O)C1CC2CCCC(C1)C2=O)c1ccccc1 (centres undefined),-2,-0.1,-0.1
Cc1c(C(=O)NCCN2CCOCC2)oc2ccc(Br)cc12,0,-0.2,-1.1
CC[C@@]1(C(=O)OC)N[C@H](CN(C)S(=O)(=O)c2ccc(C(C)(C)C)cc2)[C@@H]2C(=O)N(C)C(=O)[C@@H]21,-7,1.5,0.5
COc1ccc(CC(=O)OCC(=O)c2ccc(S(=O)(=O)N3CCCCC3)cc2)cc1,-4,7.1,6.3
CC(=O)C[C@@H](O)CC(=O)[C@@H]1OC(=O)CCCCCCc2ccccc21,-4,2.4,1.0
OCC1=C[C@@H](O)[C@@H]2C=CO[C@@H](O[C@@H]3O[C@H](CO)[C@@H](O)[C@H](O)[C@H]3O)[C@H]12,-7,1.5,2.9

Additional entries:
Compound,GalR3 antag,OXTR ag,V1aR counter
CCN(CC)CCCn1c2c(c(SCC(=O)Nc3cccc(C(C)=O)c3)nc1=O)CCC2,-5,4.7,11
COc1ccc(OCCSc2ccc(S(=O)(=O)N3CCCC3)cn2)cc1,-3,0.6,1.3
COc1cc(CC(=O)OCC(=O)Nc2ccc(N(C)C)cc2)cc(OC)c1OC,-8,1.9,1.6
CCOc1ccc(CN(C)C(=O)c2cccc(S(=O)(=O)N3CCCC3)c2)cc1OC,-4,1.1,0.8
O=C(Nc1cc(S(=O)(=O)N2CCCCC2)ccc1N1CCOCC1)c1ccc(C(F)(F)F)cc1,-6,7.0,6.7
CCOc1ccc(CCNC(=O)c2cccc(-n3cnnn3)c2)cc1OCC,-7,1.3,1.7
NS(=O)(=O)c1ccc(CCNC(=O)COC(=O)/C=C/c2cc(Br)ccc2F)cc1,-2,4.1,7.6
COc1ccc(OCC(=O)OCC(=O)Nc2ccc3[nH]c(=O)[nH]c3c2)cc1,-5,-0.2,0.1
CN(CC(=O)Nc1ccc(F)c(F)c1F)C(=O)c1n[nH]c(=O)c2ccccc12,-3,1.0,1.4
C[C@H](CO)N1C[C@H](C)[C@@H](CN(C)CC2CCCCC2)Oc2c(NS(=O)(=O)c3cn(C)cn3)cccc2C1=O,-3,1.4,1.8
CCc1ccc(OCC(=O)NNC(=O)C2CCC2)cc1,0,0.2,0.2
COCCn1c(C)cc(C(=O)COC(=O)c2cccnc2SC)c1C,-4,0.0,0.2
O=S(=O)(NCCCc1ccccc1)c1ccc(Br)cc1,-5,-2.8,-0.9
CCN(CC(=O)NCc1cccs1)C(=O)c1ccc(Cl)c(Cl)c1,-1,-1.2,-0.2
COc1ccc(-c2csc(NC(=O)CSc3nnnn3C)n2)cc1OC,-4,1.2,1.2
CCNS(=O)(=O)c1ccc(Br)c(C(=O)OC(C)C(=O)NCC2CCCCC2)c1 (centres undefined),-5,1.4,2.6
CCCCn1c(N)c(N(Cc2ccccc2OC)C(=O)c2sccc2C)c(=O)[nH]c1=O,-2,-0.4,-1.0
CCOC(=O)c1c(NC(=O)COc2ccccc2F)sc2c1CC(C)(C)NC2(C)C,-5,3.1,0.9
CS(=O)(=O)c1ccc(Cl)c(NC(=O)C2CCCN(C(=O)c3ccc(Cl)cc3)C2)c1 (centres undefined),-4,0.4,-0.8
COc1ccc(NS(=O)(=O)c2cccc(C(=O)NCC(c3ccccc3)N(C)C)c2)cc1 (centres undefined),-3,5.2,4.0
COc1ccccc1NCC(=O)NC(=O)NC1CCCCC1,-3,-1.7,-0.8
CCN(C(=O)COC(=O)C1CCN(S(=O)(=O)c2ccc3c(c2)OCCO3)CC1)C1CCS(=O)(=O)C1 (centres undefined),-2,-1.0,0.2
Nc1c(Cl)cc(-c2csc(N3CCCC3c3nc4cc(Cl)c(N5CCCCC5)cc4n3CCOCCO)n2)cc1Cl (centres undefined),0,0.0,-0.5
O=C(CNc1cccc(S(=O)(=O)N2CCCC2)c1)Nc1cccc(F)c1,-2,3.8,5.7
Cc1ccc(CNC(=O)C(N=C2NS(=O)(=O)c3ccccc32)C(C)C)cc1 (centres undefined),-5,0.4,1.5
O=C(NCC1CCCO1)c1ccc(S(=O)(=O)Nc2ccccc2F)cc1 (centres undefined),-2,0.6,0.7
CSCCC(NC(=O)c1ccco1)C(=O)N1CCCCCCC1 (centres undefined),-2,0.5,-0.3
O=c1c2ccccc2ncn1-c1cccc([N+](=O)[O-])c1,2,-0.9,-1.4
CCC(=O)OC1(C)C(=O)C=C2C=C(CCCC(=O)OC)OC=C2C1=O (centres undefined),-4,2.0,0.8
COC(=O)c1ccc(-n2c(C)cc(C(=O)COC(=O)C3=COCCO3)c2C)cc1,-8,0.7,1.8
CCOc1ccc(C(=O)CCC(=O)NC2=NCCS2)cc1,-5,-0.1,0.8
COc1ccc(C(=O)COC(=O)C2CC3CCCC(C2)C3=O)cc1Br (centres undefined),-1,-0.5,0.8
CC(C)NC(=O)N(C)C[C@H]1Oc2ccc(NC(=O)C3CC3)cc2C(=O)N([C@H](C)CO)C[C@@H]1C,-2,-0.1,0.0
O=C(CCc1nc2ccccc2c(=O)[nH]1)N1CCCc2ccccc21,-3,0.2,0.8
O=C(COC(=O)c1ccc(Br)o1)NCC(=O)Nc1ccc(F)cc1,-1,1.1,0.8
Cc1ccc(C)c(NC(=O)CN2C(=O)c3ccccc3C2=O)c1,-3,-1.0,1.7
COc1cccc(CC(=O)OCC(=O)NCC(=O)Nc2cccc(C)c2C)c1,-2,0.9,0.3

Laid out differently: results already given.
CCc1ccc(OCC(=O)NNC(=O)C2CCC2)cc1
- GalR3 antag: 0
- OXTR ag: 0.2
- V1aR counter: 0.2

COCCn1c(C)cc(C(=O)COC(=O)c2cccnc2SC)c1C
- GalR3 antag: -4
- OXTR ag: 0.0
- V1aR counter: 0.2

O=S(=O)(NCCCc1ccccc1)c1ccc(Br)cc1
- GalR3 antag: -5
- OXTR ag: -2.8
- V1aR counter: -0.9

CCN(CC(=O)NCc1cccs1)C(=O)c1ccc(Cl)c(Cl)c1
- GalR3 antag: -1
- OXTR ag: -1.2
- V1aR counter: -0.2
